Bioassay records deposited in PubChem BioAssay by several laboratories.
MCL1 BIM primary – inhibitors of MCL1 binding to BIM-BH3, primary screen, biochemical, fluorescence polarization; Induced myeloid leukemia cell differentiation protein Mcl-1 (Homo sapiens), Q07820; GST-MCL1 / FITC-Bim-BH3 fluorescence polarization; inhibition, % at 10.9 µM; 320,000 compounds, 0.68% hits; AID 2057, 2009;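 active = inhibition above the mean inhibition of all tested compounds plus 3 SD, set per campaign, cut at about 40% in these data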;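 note: 0% = DMSO wells and 100% = unlabeled Bim-BH3 peptide control; higher means more loss of mP so more displacement of Bim peptide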
Target sequence (Q07820 whole entry, looked up): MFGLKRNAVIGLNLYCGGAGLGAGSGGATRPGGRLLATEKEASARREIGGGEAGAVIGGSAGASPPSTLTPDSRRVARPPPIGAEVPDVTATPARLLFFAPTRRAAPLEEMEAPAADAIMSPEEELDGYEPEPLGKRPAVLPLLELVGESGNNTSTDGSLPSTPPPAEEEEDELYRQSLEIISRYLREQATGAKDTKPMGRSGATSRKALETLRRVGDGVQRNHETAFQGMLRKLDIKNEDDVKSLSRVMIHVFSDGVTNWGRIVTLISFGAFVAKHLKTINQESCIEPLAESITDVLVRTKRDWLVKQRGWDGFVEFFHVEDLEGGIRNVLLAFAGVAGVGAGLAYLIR
VLA-4 inh – inhibition in human VLA-4 binding assay, primary screen, VLA-4 allosteric modulator project, MLPCN library, flow cytometry, VLA-4 expressing cells; Integrin alpha-4 (Homo sapiens), P13612; ligand binding flow cytometry; inhibition, % (about 7 µM as worked out from the volumes in the protocol); 330,000 compounds, 0.2% hits; in the data active = inhibition above about 50%
GLD-1 TGE inh – GLD-1/TGE RNA complex disruptors, primary screen, biochemical, fluorescence polarization | Female germline-specific tumor suppressor gld-1 (Caenorhabditis elegans), Q17339 | purified GLD-1 + fluorescein TGE RNA | inhibition, % at 5.96 µM | 320,000 compounds, 0.44% hits;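 active = percent inhibition above a per-plate cutoff, the plate mean of test compounds plus 3 SD, cut at about 30% in these data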;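 note: 0% = DMSO wells with GLD-1 and probe and 100% = wells lacking GLD-1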
Target sequence (Q17339 whole entry, looked up): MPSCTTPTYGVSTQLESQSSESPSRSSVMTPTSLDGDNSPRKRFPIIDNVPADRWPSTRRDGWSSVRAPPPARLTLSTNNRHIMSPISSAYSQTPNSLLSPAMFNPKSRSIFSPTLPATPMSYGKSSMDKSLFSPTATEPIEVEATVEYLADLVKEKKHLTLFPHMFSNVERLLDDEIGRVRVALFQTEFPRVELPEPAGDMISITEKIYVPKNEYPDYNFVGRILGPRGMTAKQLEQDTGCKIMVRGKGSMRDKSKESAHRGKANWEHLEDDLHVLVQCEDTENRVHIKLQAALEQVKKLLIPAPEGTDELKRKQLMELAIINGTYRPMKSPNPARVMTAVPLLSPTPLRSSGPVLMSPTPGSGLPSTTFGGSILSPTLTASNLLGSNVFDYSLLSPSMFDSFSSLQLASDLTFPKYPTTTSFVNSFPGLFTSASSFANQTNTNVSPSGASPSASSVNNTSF
AGP1 TOR yeast – modulators of AGP1-GFP expression in yeast TOR pathway, primary screen, cell-based, multiplex flow cytometry, S. cerevisiae, MLPCN library | 3 h; GFP as percent of DMSO wells | GFP response vs DMSO, % at 10 µM | 320,000 compounds, 0.02% hits;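 active = GFP response relative to DMSO above a set limit, near screen average plus 3 SD, cut at about 150% in these data; inconclusive = fewer than 70 cells counted for the yeast strain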;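 note: median GFP channel fluorescence of the gated AGP1 strain per well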
Fam108B inh – mouse Fam108B serine hydrolase inhibitors, primary screen, counter-screen for RBBP9 inhibitor project, biochemical, fluorescence polarization. recombinant Fam108B, FP-Rh probe fluorescence polarization. inhibition, % at 9.51 µM. 300,000 compounds, 0.33% hits. AID 1947, 2009;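 active = inhibition above the screen mean inhibition plus 3 SD, computed separately per campaign, cut at about 18% in these data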;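 note: inhibitors lower polarization as less probe binds the enzyme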
GRK2 inh – compounds blocking aptamer binding on GRK2 – biochemical, human GRK2, bead flow cytometry, HTS, primary screen | FAM-aptamer displacement from GRK2 | AID 488847, 2010 | 330,000 compounds, 0.59% hits | Beta-adrenergic receptor kinase 1 (Homo sapiens), P25098 | inhibition of aptamer binding, % at 10 µM;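 active = inhibition of aptamer binding above 40%, roughly 3 SD of noise, on plates passing a quality check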;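 note: median bead fluorescence of bound FAM aptamer so fluorescent compounds give negative values; no value below 0 was filed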
Bcl-xL primary – inhibitors of human Bcl-xL, primary screen, biochemical, fluorescence polarization, HTS. 320,000 compounds, 0.7% hits. GST-Bcl-xL / FITC-Bim BH3 peptide fluorescence polarization. Bcl-2-like protein 1 (Homo sapiens), Q07817. inhibition, % at 10.9 µM;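 active = inhibition above the mean of all tested compounds plus 3 SD, cutoff set per campaign, cut at about 30% in these data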;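 note: 0% = DMSO wells and 100% = unlabeled Bim-BH3 peptide competitor; inhibitors lower millipolarization by displacing the labeled peptide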
Target sequence (Q07817 whole entry, looked up): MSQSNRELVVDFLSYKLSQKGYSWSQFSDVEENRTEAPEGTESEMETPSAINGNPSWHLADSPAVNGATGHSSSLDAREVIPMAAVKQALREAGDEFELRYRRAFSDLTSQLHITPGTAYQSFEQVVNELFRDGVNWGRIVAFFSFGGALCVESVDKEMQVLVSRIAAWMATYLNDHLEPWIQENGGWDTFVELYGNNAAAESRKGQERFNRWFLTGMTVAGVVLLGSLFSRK
CIT2-GFP yeast – modulators of CIT2-GFP expression in yeast, primary screen, S. cerevisiae, GFP fusion, multiplex flow cytometry, MLPCN library; GFP response vs DMSO, % at 10 µM; S. cerevisiae CIT2-GFP strain, 3 h; 100 means same as DMSO wells; 320,000 compounds, 0.065% hits;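 active = GFP response relative to DMSO above a set limit, near the screen mean plus 3 SD, cut at about 150% in these data; inconclusive = Fewer than 70 cells measured for a yeast strain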;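 note: ratio of well median GFP fluorescence to mean of DMSO wells on the plate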
MEX-5 binding – MEX-5 zinc finger RNA-binding disruptors – biochemical, C. elegans, fluorescence polarization, MLPCN library, primary screen. 300,000 compounds, 0.38% hits. MEX-5/FITC-TCR2 RNA binding; stronger effect = lower value. Zinc finger protein mex-5 (Caenorhabditis elegans), Q9XUB2. activity score (negative = inhibition of binding), % at 10 µM;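 active = inhibition past about -25% in most replicates, and total fluorescence under double the plate's negative control median, limit read from the data; inconclusive = replicates evenly split on the limit, or fluorescence at least double controls; inactive = too little inhibition in most replicates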;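 note: 0% = DMSO and -100% = 5 µM competing unlabeled TCR2 RNA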
An asterisk follows results filed as active; ? = inconclusive; . = not tested or not shown.

canonical_smiles | MCL1 BIM primary | VLA-4 inh | GLD-1 TGE inh | AGP1 TOR yeast | Fam108B inh | GRK2 inh | Bcl-xL primary | CIT2-GFP yeast | MEX-5 binding
CCN1CCN(C(=O)CCNC(=O)Cn2cnc3ccccc3c2=O)CC1 | 4 | 1 | -6 | 95 | -4 | 2 | 7 | 96 | -2.8
O=S(=O)(c1ccc(Br)cc1)N1CCC(c2nc3ccccc3[nH]2)CC1 | 7 | 7 | -3 | 112 | 3 | 0 | 7 | 111 | 1.2
CN(C)S(=O)(=O)c1cccc(NC(=O)CN2C(=O)NC(Cc3ccccc3)C2=O)c1 (centres undefined) | -5 | 8 | 1 | 107 | . | 3 | -2 | 96 | .
C=CCN1C(=O)c2ccc(C(=O)N(CCOC)c3c(N)n(CCCC)c(=O)[nH]c3=O)cc2C1=O | -13 | 4 | 4 | 104 | -2 | 0 | -2 | 107 | 0.1
Cc1cc(C(F)F)n2nc(C(=O)Nc3sc4c(c3C#N)CCC(C)C4)nc2n1 (centres undefined) | 8 | -1 | 8 | 99 | 5 | 2 | 12 | 101 | -3.1
CC1CCCCN1C(=O)Cn1nnc(-c2cccnc2)n1 (centres undefined) | 91* | 0 | 74* | 95 | -3 | 0 | 85* | 100 | -16
CCOC(=O)C1CCN(C(=O)c2ccccc2NC(=O)c2ccc(Cl)cc2)CC1 | 9 | 22 | 2 | 100 | 0 | 1 | 6 | 105 | -1.1
Cc1ccc(C)c(NC(=O)CCc2c(C)nn(-c3ccc(N4CCCCC4)nn3)c2C)c1 | 1 | 5 | 2 | 101 | -2 | 0 | 9 | 104 | 0.9
CCCN(CC1CC1)C(=O)CSc1ncnc2sc(C)c(C)c12 | 2 | 10 | 10 | 92 | 1 | 0 | -2 | 80 | 0.3
Cn1cnnc1SCC(=O)c1ccc2c(c1)OCO2 | 4 | 2 | 16 | 88 | -3 | 0 | -2 | 107 | 0.1
CC(C)(C)c1ccc(C2=CC(c3ccccc3)n3ncnc3N2)cc1 (centres undefined) | 21 | -1 | 21 | 81 | 4 | 0 | 16 | 72 | 0.1
O=C(N[C@@H]1C/C=C\C[C@H](CC(=O)N(CCO)Cc2ccccc2)C(=O)N[C@@H](Cc2c[nH]c3ccccc23)COC1=O)OCC1c2ccccc2-c2ccccc21 | . | 20 | -2 | 90 | . | 0 | . | 93 | .
CC(=O)C1=NOC(CNc2ncc(C(F)(F)F)cc2Cl)C1 (centres undefined) | 0 | 16 | -6 | 91 | -4 | 2 | -3 | 93 | 0.1
CCOC(=O)CSc1[nH]c2cc(OC)ccc2c1[N+](=O)[O-] | 1 | 6 | -1 | 104 | -4 | 0 | -4 | 98 | -2.6
Cc1cc2nn(-c3ccccc3)nc2cc1NC(=O)c1cccs1 | 5 | -15 | 5 | 93 | -7 | 1 | 4 | 95 | 0.1
COc1ccc2c(c1)[nH]c(=O)c1sc3ccccc3c12 | 4 | 9 | 4 | 94 | -3 | 3 | 6 | 96 | 0.7
COc1ccc(NC(=O)CNc2cccc(S(=O)(=O)N3CCCCCC3)c2)c([N+](=O)[O-])c1 | -7 | 5 | 5 | 104 | . | 2 | -2 | 98 | .
CCN(CC)S(=O)(=O)c1cccc(C(=O)N[C@H](C(=O)Nc2nc3ccc(F)cc3s2)C(C)C)c1 | -9 | 0 | -3 | 95 | -22 | 1 | -4 | 90 | 3.3
CC1CN(C(=O)CCC(=O)NCCCN2CCN(Cc3ccccc3)CC2)c2cc(Cl)ccc2O1 (centres undefined) | 3 | 13 | -4 | 108 | 2 | 0 | -2 | 101 | 1.0
CC1CC(C)CN(C(=O)c2ccc(N3CC4CC(C3)c3cccc(=O)n3C4)c([N+](=O)[O-])c2)C1 (centres undefined) | 2 | 8 | -3 | 94 | 0 | 0 | 4 | 113 | -1.0
CCOc1ccc(C(=O)Nc2cc(S(=O)(=O)Nc3ccccc3Cl)ccc2N2CCOCC2)cc1 | -1 | 1 | -2 | 96 | -4 | 2 | 2 | 94 | 0.4
CC(=O)c1ccccc1NC(=O)COC(=O)CCC1CCCC1 | . | 3 | 5 | 90 | . | 2 | . | 90 | .
Cc1nc2c(C(=O)N3CCCCC3)cnn2c(C)c1Cc1ccccc1F | 2 | 11 | 2 | . | 1 | 3 | 4 | 96 | -0.6
CC(=O)Nc1cccc(NC(=O)CS(=O)(=O)c2cn(CC(=O)N(C(C)C)C(C)C)c3ccccc23)c1 | 12 | 0 | 8 | 108 | 1 | 1 | 11 | 142 | -0.4
CCOc1ccc(NC(=O)CSc2nnc(C)n2CCCOC)cc1 | 5 | 9 | 6 | 99 | -1 | 1 | 5 | 98 | 0.5
COc1cc(NC(=O)[C@H]2CCCN2S(=O)(=O)c2cccc3cccnc23)cc(OC)c1OC | 5 | -12 | -5 | 97 | -2 | 0 | 3 | 115 | .
O=[N+]([O-])c1ccc(S(=O)(=O)Nc2ccc(-c3ccc(N4CCOCC4)nn3)cc2)cc1 | 2 | -6 | 7 | 124 | 1 | 8 | 7 | 105 | -2.1
Cc1nc(-c2nc(CC(=O)NNC(=O)c3ccc(Cl)cc3)cs2)cs1 | -4 | -5 | -7 | 113 | 3 | 47* | -3 | 106 | -0.7
CCOC(=O)Cn1nc(-c2ccccc2)c2ccccc2c1=O | -9 | 8 | 4 | 96 | -2 | 3 | -2 | 100 | -0.7
CC(C)C(=O)Nc1nnc(S(=O)(=O)N2CCCc3ccccc32)s1 | 3 | 51* | 3 | 103 | -2 | 0 | 5 | 104 | 1.0
S=C(NCCc1ccccc1)Nc1cnc2ccccc2c1 | 6 | 3 | -2 | 102 | -2 | 0 | 6 | 102 | -1.2
CCC(C)(C)n1nnnc1C(c1cc2cc3c(cc2[nH]c1=O)OCO3)N1CCCCC1 (centres undefined) | 1 | 1 | 2 | 97 | 3 | 1 | 6 | 104 | -0.6
O=C(CC1SCCNC1=O)Nc1cccc(C(F)(F)F)c1 (centres undefined) | 6 | 3 | 2 | 100 | -1 | 0 | 2 | 103 | 1.3
CN(CC(=O)N1CC(=O)N(CCc2ccccc2)C(=O)C1)S(=O)(=O)c1cccc2nsnc12 | -2 | 6 | 5 | 105 | -2 | 1 | -1 | 102 | 2.3
COCCN(CC(=O)Nc1ccccc1C(F)(F)F)C(=O)c1ccc(-n2cccn2)cc1 | -10 | 8 | 4 | 95 | . | 0 | -4 | 104 | .
COc1ccccc1NC(=O)c1ccc(-c2ccc(Br)cc2)o1 | 0 | 29 | -2 | 95 | -6 | 1 | 6 | 90 | 1.2
COc1cc(NC(=O)c2cc3c(=O)n(C)c4ccccc4c3n2C)cc(OC)c1OC | -36 | -2 | -2 | 97 | -1 | 0 | -30 | 92 | 0.9
CCC(C)(C(=O)NC1CCCC1)N(C(=O)CNC(C)=O)c1ccc(C)cc1 (centres undefined) | -1 | 14 | 0 | 97 | 4 | 3 | -1 | 96 | 1.4
c1cc(-c2nsc(-c3ccncc3)n2)ccn1 | 7 | -4 | -3 | 107 | 0 | 0 | 8 | 103 | 0.4
COC(=O)C1=CN(C(C)C)C=C(C(=O)OC)C1c1cc(Br)c(OC)c(OC)c1 | -4 | -3 | 8 | 99 | 0 | 2 | 1 | 95 | -3.2
O=C(CCC(=O)OCC(=O)c1cccc([N+](=O)[O-])c1)Nc1ccccc1Cl | 5 | 14 | -5 | 101 | -2 | 10 | 2 | 95 | -1.5
Cc1onc(-c2ccccc2Cl)c1C(=O)Nc1ccc(S(=O)(=O)NCC2CCCO2)cc1 (centres undefined) | 1 | 10 | 3 | 109 | 0 | 0 | 2 | 105 | 1.1
CCCC(=O)Nc1cccc(NC(=O)c2ccccc2Br)c1 | 7 | 11 | -2 | ? | 8 | 2 | -1 | ? | -0.1
Nn1cnc2scc(-c3ccco3)c2c1=O | 12 | 39 | 4 | 100 | 3 | 1 | 5 | 106 | -1.4
COc1cc(S(=O)(=O)N(Cc2cccnc2)Cc2cccc(OC)c2OC)ccc1-n1cnnn1 | -5 | 1 | 1 | 100 | -1 | 3 | 0 | 108 | 0.3
CC(=O)Nc1cccc(NC(=O)CSc2nc(C)c(C)c(C)c2C#N)c1 | 4 | 2 | 6 | 98 | -3 | 0 | 1 | 97 | 1.2
O=C(NNC(=O)c1ccccc1Br)c1ccc(Cl)cc1 | 9 | 3 | 3 | 96 | 2 | 0 | 4 | 97 | 3.6
Cc1ccc(C)c(NC(=O)CSc2c(C)n[nH]c2C)c1 | 4 | 9 | -4 | 115 | 2 | 0 | 0 | 118 | 1.5
O=C(COc1ccccc1)Nc1cccc(-c2nc3ccccc3[nH]2)c1 | 4 | -24 | -8 | 95 | -6 | 0 | 5 | 98 | 1.0
Cc1onc(-c2ccccc2)c1C(=O)Nc1cccc(C#N)c1 | 0 | 13 | 8 | 102 | -1 | 1 | 4 | 96 | 0.6
CCOC(=O)C1(CCCc2ccccc2)CCN(C(=O)CSC)CC1 | 3 | 2 | -3 | 99 | 0 | 2 | 3 | 104 | 0.7
COc1ccc(-n2c(N)c(C(=O)NCc3ccco3)sc2=S)cc1 | 10 | -5 | 11 | 94 | 3 | 2 | 4 | 96 | 0.5
CN(C)S(=O)(=O)c1ccc(Cl)c(NC(=O)COC(=O)c2ccc(O)cc2)c1 | 1 | 1 | 3 | 107 | 4 | 0 | 0 | 108 | -0.6
Cc1cc(-c2ccccc2)c2c(=O)[nH][nH]c2n1 | -10 | 9 | 3 | 98 | 7 | 0 | 3 | 104 | .
COC(=O)c1ccccc1NC(=S)NC(=O)c1ccccc1F | 10 | 6 | 4 | 102 | 1 | 0 | 6 | 120 | -1.0
Cc1c(NC(=O)c2cccc(NC(=O)Cc3ccc(Cl)cc3)c2)c(=O)n(-c2ccccc2)n1C | -18 | 1 | 4 | 102 | . | 2 | -5 | 98 | .
COc1ccc(S(=O)(=O)N2CCC(C(=O)NCCN3CCOCC3)CC2)cc1 | 5 | -11 | 4 | 102 | 1 | 0 | 5 | 103 | -1.1
COc1ccccc1CN(C)C(=O)C1COc2ccccc2O1 (centres undefined) | 9 | 19 | 7 | 104 | 3 | 4 | 4 | 90 | 3.5
Cn1nc(-c2ccc(C(=O)Nc3ccc(F)cc3)cc2)c2ccccc2c1=O | -3 | -27 | 4 | 98 | -4 | 0 | 3 | 102 | 0.9

No enrichment for hits; any-hit rate near 2.2%.
